# Screens deposited in PubChem by Southern Research Specialized Biocontainment Screening Center.
# VEEV TC-83 Vero – inhibitors of VEEV TC-83 cytopathic effect, confirmation, Vero cells (AID 588727); Vero cells, VEEV TC-83 cytopathic effect inhibition; higher % means a stronger effect; 350,000 tested, 0.13% active; inhibition, % at 20 µM, or IC50 in µM where a hit was titrated; in the data active = a potency from the dose series; inconclusive = inhibition mostly from about 14% at the one dose, without a potency; inactive = the rest, 99 in 100 with inhibition below about 12%; note: strong numbers were not always called active
# H37Rv inhibition – M. tuberculosis growth inhibition, HTS (AID 449762) | inhibition, % at 25 µM; hits with a dose series show IC50 in µM | 330,000 tested, 0.59% active | M. tuberculosis H37Rv growth inhibition, 7H9 media; higher % means a stronger effect; in the data active = a potency from the dose series; inconclusive = inhibition above about 70% without an active follow-up result;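 note: bacterial growth assessed after seven days of incubation; strong numbers were not always called active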
# PhoP GFP inhibition – Inhibition of PhoP regulon, Salmonella typhi GFP reporter cells, confirmation, 4 h (AID 1850); Salmonella Typhi PhoP-promoter GFP reporter, fluorescence, 4 h; higher % means a stronger effect; inhibition, % at 50 µM; hits with a dose series show IC50 in µM; 310,000 tested, 0.33% active; in the data active = a potency from the dose series; inconclusive = inhibition mostly from about 25% at the one dose, without a potency; inactive = the rest, 99 in 100 with inhibition below about 19%;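 note: 0% = induced wells with vehicle and 100% = uninduced wells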
# M. tuberculosis – growth inhibition of non-replicating M. tuberculosis (AID 488890); Mycobacterium tuberculosis non-replicating, growth inhibition; higher % means a stronger effect; inhibition, % at 25 µM, or IC50 in µM where a hit was titrated; 320,000 tested, 0.39% active; in the data active = a potency from the dose series; inconclusive = inhibition mostly from about 82% at the one dose, without a potency; inactive = the rest, 99 in 100 with inhibition below about 76%;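 note: plate controls were DMSO cells for no effect and high antibiotic wells for full effect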
# influenza NS1A – H1N1 influenza NS1A inhibitors, functional cell based assay (AID 504329); inhibition, % at 12.5 µM, or IC50 in µM where a hit was titrated; NS1A functional cell-based assay, percent inhibition; higher % means a stronger effect; 340,000 tested, 0.3% active; in the data active = a potency from the dose series; inconclusive = inhibition above about 27% without an active follow-up result; note: strong numbers were not always called active
# VEEV TC-83 Vero 10K pilot screen – recorded beside VEEV TC-83 Vero, whose call it bears; inhibition, %; measured here: 10K pilot screen inhibition
# Numbers without * were called inactive; i = inactive; ? = inconclusive; · = no result given. No enrichment for hits (roughly 1.5% active in at least one column).
SMILES,VEEV TC-83 Vero,H37Rv inhibition,PhoP GFP inhibition,M. tuberculosis,influenza NS1A,others
COC(=O)c1ccc(C)c(-n2c(C)cc(C=O)c2C)c1,2.0%,6%,-6%,12%,1%,
Cc1cc(C)c(NC(=O)CN(C2CCCCC2)C2CCCCC2)c(C)c1,i,15%,-4%,29%,-3%,
COC(c1ccccc1)c1nnc(CCC(=O)NCCCc2ccccc2)o1 (stereo not drawn),0.1%,-2%,-3%,39%,9%,
Cc1nc(N2CCOCC2)c(C#N)c2c1COC(C)(C)C2,i,-9%,-10%,-13%,0%,
O=C(Nc1ccc(Br)cc1)C1Cc2ccccc2O/C1=N\O (stereo not drawn),2.8%,-4%,0%,-1%,0%,
Cc1c(NC(=O)CSCc2ccco2)c(=O)n(-c2ccccc2)n1C,0.5%,-2%,-8%,17%,8%,
CCn1c(C)nc2cc(S(=O)(=O)N3CCCCC3)ccc21,1.8%,-8%,1%,12%,-3%,
Cc1cc(NC(=O)COC(=O)CSCc2ccc(Cl)c(Cl)c2)no1,0.3%,0%,-12%,65%,9%,
CC(c1ccc(Br)cc1)N1CC23C=CC(O2)C(C(=O)O)C3C1=O (stereo not drawn),1.3%,5%,-21%,-4%,-1%,
Cc1cc(C)c(S(=O)(=O)c2cccc(Br)c2C)c(Cl)n1,i,10%,6%,-1%,-3%,
CNC(=O)Oc1cccc2c1OC(C)(C)O2,i,·,·,·,3%,
CN1CCN(S(=O)(=O)c2ccc(N(C)Cc3cccs3)nc2)CC1,0.1%,-8%,-2%,25%,13%,VEEV TC-83 Vero 10K pilot screen=0.4

# Next section; it opens with the three that closed the last part.
SMILES,VEEV TC-83 Vero,H37Rv inhibition,PhoP GFP inhibition,M. tuberculosis,influenza NS1A,others
Cc1cc(C)c(S(=O)(=O)c2cccc(Br)c2C)c(Cl)n1,i,10%,6%,-1%,-3%,
CNC(=O)Oc1cccc2c1OC(C)(C)O2,i,·,·,·,3%,
CN1CCN(S(=O)(=O)c2ccc(N(C)Cc3cccs3)nc2)CC1,0.1%,-8%,-2%,25%,13%,VEEV TC-83 Vero 10K pilot screen=0.4
Cc1cc2cccc(C)c2nc1SCC(=O)NC1CCCCC1,8.3%,-5%,8%,-4%,4%,
O=C1C2CCCN2C(=O)N1CCN1CCN(CCO)CC1 (stereo not drawn),0.1%,0%,-8%,-8%,-5%,
CCCCCCCCC(=O)NC(NC(=S)N1CCOCC1)C(Cl)(Cl)Cl (stereo not drawn),i,-5%,0%,11%,11%,
CC(C)COCC(CN(Cc1ccccc1)c1ccccc1)N1CCCC1 (stereo not drawn),1.1%,43%,-22%,73%,9%,
COc1cc(/C=C/[N+](=O)[O-])ccc1OC(=O)/C=C/c1ccc(F)cc1,?,?,0%,78%,2%,
CCOc1ccc(S(=O)(=O)NCCC(=O)NCc2ccc(OC)c(OC)c2)cc1,0.3%,-2%,·,-20%,-20%,
Cc1ccc2cc(C(c3nnnn3C3CCCC3)N3CCOCC3)c(=O)[nH]c2c1C (stereo not drawn),6.6%,2%,3%,2%,-1%,
Cc1ccc(NC(=O)CS(=O)Cc2nc(-c3ccc(C)cc3)oc2C)cc1 (stereo not drawn),2.5%,7%,3%,21%,-4%,
CCOc1ccc2oc(C(=O)N3CCN(c4ccccn4)CC3)c(C)c2c1,7.9%,25%,-2%,23%,-11%,
COc1cccc2c1OC1(C)CC2NC(=O)N1 (stereo not drawn),0.8%,1%,-2%,-7%,-15%,
CCOC(=O)Cc1csc(NC(=O)COc2ccccc2OCC)n1,3.4%,-12%,-2%,4%,-8%,
NCCN1C(=O)S/C(=C\c2ccc3c(c2)OCO3)C1=O,1.8%,-2%,6%,13%,-6%,

# Next section, starting with the last 7 of the part before.
SMILES,VEEV TC-83 Vero,H37Rv inhibition,PhoP GFP inhibition,M. tuberculosis,influenza NS1A,others
CCOc1ccc(S(=O)(=O)NCCC(=O)NCc2ccc(OC)c(OC)c2)cc1,0.3%,-2%,·,-20%,-20%,
Cc1ccc2cc(C(c3nnnn3C3CCCC3)N3CCOCC3)c(=O)[nH]c2c1C (stereo not drawn),6.6%,2%,3%,2%,-1%,
Cc1ccc(NC(=O)CS(=O)Cc2nc(-c3ccc(C)cc3)oc2C)cc1 (stereo not drawn),2.5%,7%,3%,21%,-4%,
CCOc1ccc2oc(C(=O)N3CCN(c4ccccn4)CC3)c(C)c2c1,7.9%,25%,-2%,23%,-11%,
COc1cccc2c1OC1(C)CC2NC(=O)N1 (stereo not drawn),0.8%,1%,-2%,-7%,-15%,
CCOC(=O)Cc1csc(NC(=O)COc2ccccc2OCC)n1,3.4%,-12%,-2%,4%,-8%,
NCCN1C(=O)S/C(=C\c2ccc3c(c2)OCO3)C1=O,1.8%,-2%,6%,13%,-6%,
O=C(CN1C(=O)c2ccccc2C1=O)Nc1cccc(O)c1,0.4%,3%,-5%,17%,-2%,
COc1cccc(Cn2cnc3c(NS(=O)(=O)c4cc(Cl)ccc4Cl)c(C)c(C)cc32)c1,3.7%,0%,3%,57%,0%,VEEV TC-83 Vero 10K pilot screen=2.3
CCOC(=O)c1snc2c(=O)[nH]cnc12,0.9%,-13%,7%,3%,-1%,
Cc1ccn2c(CNC(C)CCn3cccn3)c(C(=O)N3CCCCCC3)nc2c1 (stereo not drawn),i,-4%,3%,-4%,4%,
COc1cc(OC)cc(C(=O)NC(C(=O)OCn2nnc3ccccc3c2=O)C(C)C)c1 (stereo not drawn),0.6%,3%,·,-12%,-8%,
CCn1ncc(Br)c1C(=O)Nc1ccn(C23CC4CC(CC(C4)C2)C3)n1,i,11%,-1%,14%,-5%,
COc1ccc(OC)c(/C=N/NC(=O)c2[nH]nc3c2CCc2ccccc2-3)c1,8.9%,3%,-4%,13%,5%,
Cc1ccc2c(c1)N(CC(=O)N1CCCC(C)C1)C(=O)CO2 (stereo not drawn),0.1%,7%,11%,-4%,8%,
COC(=O)c1ccc(CSc2ccc3nnc(-c4cccc(F)c4)n3n2)o1,11%,2%,-8%,·,10%,
CCn1cc(C(=O)NCCc2ccc(OC)c(OC)c2)c(=O)c2cc(S(=O)(=O)N3CCOCC3)ccc21,6.7%,5%,-1%,-3%,6%,
CC(NC(=O)c1ccc(CS(=O)(=O)Cc2ccccc2F)o1)c1ccc2c(c1)OCCO2 (stereo not drawn),1.5%,-4%,-1%,10%,-17%,
COc1cccc(CN(C)C(=O)c2ccc(NS(=O)(=O)c3ccc4[nH]c(=O)[nH]c4c3)cc2)c1OC,5.7%,-12%,3%,8%,-3%,
COc1cccc(NC(=O)Nc2ccc(C(C)(C)C)cc2)c1,2.6%,·,·,·,4%,
N#C/C(=C/c1ccc(F)cc1)c1nc(CCN2C(=O)c3ccccc3C2=O)cs1,4.8%,-9%,11%,3%,-3%,
Cc1ccc(-c2nnc(C)c(N3CC(C)OC(C)C3)n2)cc1 (stereo not drawn),1.4%,0%,-7%,2%,-14%,
CN(C)c1ccc(C(C(=O)NC2CCCC2)N(Cc2cccnc2)C(=O)c2snc(C(N)=O)c2N)cc1 (stereo not drawn),8.9%,-3%,-4%,-38%,14%,
CCC(C)n1c(SCC(=O)Nc2cc(C)on2)nc2ccccc2c1=O (stereo not drawn),3.2%,53%,10%,18%,5%,
CC(Oc1ccccc1)C(=O)N=C1SC2CS(=O)(=O)CC2N1Cc1ccccc1 (stereo not drawn),2.7%,-8%,2%,2%,3%,
COC(=O)c1sccc1S(=O)(=O)Nc1ccc(N2CCCCC2)cc1,i,3%,3%,-7%,23%,
COc1ccccc1/C=C/C(=O)OCC(=O)Nc1ccc2c(c1)OCCO2,1.1%,7%,·,28%,-6%,
COc1cccc(-c2ccc(NC(=O)C3CCCN(Cc4cnc(N(C)C)s4)C3)cc2)c1 (stereo not drawn),3.2%,?,-1%,41%,6%,
COc1ccc(-n2ncc(C(C)NS(=O)(=O)c3ccc(C)s3)c2C)cc1 (stereo not drawn),7.5%,0%,-9%,37%,-7%,
CCOC(=O)C1CCN(C(=S)Nc2cc(OC)c(OC)cc2C(=O)OC)CC1,1.1%,-4%,-2%,13%,4%,
Cc1cc(-n2nc(C)cc2C)n2nc(C)c(-c3ccccc3)c2n1,0.7%,-2%,-2%,9%,-6%,

# Structures from the list above with a cyano group (2):
SMILES,VEEV TC-83 Vero,H37Rv inhibition,PhoP GFP inhibition,M. tuberculosis,influenza NS1A,others
Cc1nc(N2CCOCC2)c(C#N)c2c1COC(C)(C)C2,i,-9%,-10%,-13%,0%,
N#C/C(=C/c1ccc(F)cc1)c1nc(CCN2C(=O)c3ccccc3C2=O)cs1,4.8%,-9%,11%,3%,-3%,

# Carrying on:
SMILES,VEEV TC-83 Vero,H37Rv inhibition,PhoP GFP inhibition,M. tuberculosis,influenza NS1A,others
CSc1ccc(/C=C/c2ccc3cccc(O)c3n2)cc1,4.6%,?,4%,?,-3%,
COc1ccc(NC(=O)C(c2cc3c(cc2[N+](=O)[O-])OCO3)N(C)Cc2ccccc2)cc1 (stereo not drawn),i,-3%,13%,14%,-6%,VEEV TC-83 Vero 10K pilot screen=2.9
O=C(OCC(=O)N(Cc1ccccc1)Cc1ccccc1)c1ccccc1O,6.6%,?,·,68%,-14%,
Nc1n[nH]c2c1C1(CCCC1)Cc1ccccc1-2,2.3%,47%,-11%,5%,-10%,
COc1ccc(OCCC(=O)NC2=NCCS2)cc1,5.5%,-3%,5%,25%,-5%,
CCCc1noc2c1/C(=N\O)CCC2,i,0%,-21%,13%,11%,
COc1ccc(-n2c(Cn3c(=O)sc4ccccc43)nnc2SCC(=O)N2CCOCC2)cc1,i,-2%,-8%,-6%,7%,
CC1CCN(c2c([N+](=O)[O-])c(=O)n(-c3ccccc3)c3ccccc23)CC1,1.3%,-6%,9%,·,18%,
CCOc1ccc2c(ccc(/C=C/c3cc(C)c4cccnc4c3O)[n+]2C)c1,31%,·,·,·,0.68µM*,
CSCC[C@H](NC(=O)Cc1c(C)c2cc3c4c(oc3cc2oc1=O)CCCC4)C(=O)O,0.5%,2%,-19%,-1%,20%,
CCn1c(=O)c(C(=O)Nn2c(C)nc3ccccc3c2=O)c(O)c2ccccc21,2.3%,5%,-5%,3%,-3%,
CN1CCN(CC#Cc2ccccc2)CC1CCO (stereo not drawn),0.8%,0%,-2%,-18%,-3%,
COC(=O)c1ccc(CN2CCCCC2)cc1,2.9%,-9%,-8%,0%,10%,
COc1cc(C2CC(=O)c3cnc(N4CCN(Cc5ccccc5)CC4)nc3C2)cc(OC)c1OC (stereo not drawn),8.0%,49%,-10%,79%,16%,
CC(=O)c1ccc(OCC(O)COc2ccc(C(C)=O)cc2)cc1,0.8%,7%,-13%,12%,-4%,
CCOC(=O)N1CCC(NC(=O)C2=CCN(S(=O)(=O)c3ccccc3)CC2)CC1,5.0%,-2%,5%,1%,-1%,
